AID2073: disruptors of CaV2.2 binding to Mint1 – biochemical, HTRF (AID 2073). hit rate 0.19% among 290,000. inhibition, % at 20 µM; hits with a dose series show IC50 in µM. HTRF protein-protein interaction, Mint1-CaV2.2; higher % means a stronger effect; in the data active means inhibition mostly above about 51%, no sharp cut-off; inconclusive means no clear call, values can overlap the other calls; inactive means mostly below about 53%; further: some results filed as inactive read as strong as hits
XIAP displacement: small molecules displacing peptide from XIAP – biochemical, IAP family, fluorescence polarization (AID 1018). displacement, % at 20 µM; hits with a dose series show IC50 in µM. hit rate 0.007% among 200,000. XIAP BIR domain, fluorescence polarization peptide displacement; higher % means a stronger effect; in the data active means displacement above about 50%; further: a part of the inactive calls stands beside numbers as strong as those of hits
SIAH1 antagonists: blockers of Siah-1 interaction with plectin peptide – biochemical, fluorescence polarization, rhodamine-plectin, uHTS, primary screen (AID 1817); Siah-1 / rhodamine-plectin peptide fluorescence polarization; higher % means a stronger effect; displacement, % at 20 µM, or IC50 in µM where a hit was titrated; hit rate 0.02% among 290,000;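 active means displacement of at least 50% at 20 µM, with a fluorescence ratio check between 0.3 and a set limit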;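 further: plate controls were Siah plus tracer with DMSO for no effect and tracer alone without Siah for full effect; strong numbers were not always called active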
Myeloid diff 2: compounds promoting myeloid differentiation | ER-HoxA9 myeloid progenitors, lysozyme-GFP differentiation, flow cytometry | calls only at 10 µM | hit rate 1% among 360,000 | AID 624256;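 active means normalized GFP-positive differentiation at or above the plate's own cutoff, the solvent-only control mean plus 3 SD; inconclusive means no clear call, values can overlap the other calls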;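 further: cells exposed to compound for four days before flow analysis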
HIV peptide binding: inhibitors of HIV fusion peptide binding, primary screen, biochemical, uHTS, fluorescence dequenching (AID 1986). cell-free peptide binding, fluorescence dequenching, 30 min; higher % means a stronger effect. one-dose inhibition, % at 20 µM; IC50 in µM for titrated hits. hit rate 0.3% among 290,000; in the data active means inhibition mostly above about 52%, no sharp cut-off; inactive means mostly below about 76%; further: some results filed as inactive read as strong as hits
HEK293 NOD2/NF-kB: inhibition of NOD2-driven NF-kB reporter – cell-based, luminescence, uHTS, HEK293 (AID 1566) | HEK293 NOD2/NF-kB luciferase reporter, luminescence; higher % means a stronger effect | one-dose inhibition, % at 4 µM; EC50 in µM for titrated hits | hit rate 0.63% among 290,000; further: many of its hits are not listed in these tables
Hep lipid drop: hepatic lipid droplet formation modulation; AID 1656; inhibition, % at 6.5 µM; AML12 mouse hepatocytes, oleate lipid droplets, BODIPY imaging; hit rate 0.4% among 240,000;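 active means lipid droplet intensity inhibited by at least 50%, with more than 500 cells counted; inconclusive means wells with under 300 cells, treated as cytotoxic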
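Assay system: AML12 mouse liver cells | Compound dosing: One dose, 6.5 µM compound | Read-out basis: Droplet intensity reduction, % inhibition | Measured by: Fluorescence imaging, 20x objective, two fields per well | Schedule: Overnight treatment with compound plus oleate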
LYP phosphatase: inhibitors of LYP phosphatase, biochemical, fluorescence intensity, uHTS (AID 1779); recombinant LYP phosphatase, fluorescence intensity; higher % means a stronger effect; one-dose inhibition, % at 11.5 µM; IC50 in µM for titrated hits; hit rate 0.054% among 290,000;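 further: plate controls were vehicle with enzyme for no effect and no enzyme for full effect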
NS5 inhibitors: flavivirus cap methylation enzyme inhibition – biochemical, confirmation dose response, primary screen (AID 588689) | Dengue-2 NS5 methyltransferase capping enzyme assay, biochemical; higher % means a stronger effect | one-dose inhibition, % at 25 µM; IC50 in µM for titrated hits | hit rate 0.3% among 340,000; in the data active means a potency from the dose series; inconclusive means inhibition above about 29% without an active follow-up result
Hep lipid drop cells 6.5 µM: recorded beside Hep lipid drop, whose call it bears; cell count; measured here: cell count, cytotoxicity flag;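 cells counted across two imaged fields per well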
Myeloid diff 2 GFP+ MAC1+ %: also measured in Myeloid diff 2; calls as there; GFP+ MAC1+ double positive, %; measured here: differentiation confirmed by MAC1 staining
* marks the source's active call; other numbers are inactive results; i = inactive; ? = inconclusive; nt = not tested or not shown. Unless noted, no stated cut-off is given here; in the data, active means inhibition above about 50%; inactive means the rest. Only part of the results is shown, so the mix of outcomes need not match the whole.

SMILES | AID2073 | XIAP displacement | SIAH1 antagonists | Myeloid diff 2 | Myeloid diff 2 GFP+ MAC1+ % | HIV peptide binding | HEK293 NOD2/NF-kB | Hep lipid drop | Hep lipid drop cells 6.5 µM | LYP phosphatase | NS5 inhibitors
Cc1c(NC(=O)c2ccc(CN3CCc4ccccc4C3)cc2)c(=O)n(-c2ccccc2)n1C | 11% | -2.7% | -1% | i | 0.4 | 3.6% | 2% | -1 | 683 | -2% | 2%
CCOC(=O)CNC(=O)CSc1ccc2nnc(-c3ccc(F)cc3)n2n1 | 32% | -5.2% | -5% | i | 0.1 | -0.6% | 8% | -15 | 650 | 1% | -4%
COc1ccc(C(=O)Nc2ccc3nc(N4CCN(C)CC4)cc(C)c3c2)c(OC)c1 | 13% | nt | 1% | i | 0.2 | 0.6% | 13% | -4 | 817 | 0% | -3%
CCCCn1c2c(c3ccccc31)CCc1nonc1-2 | 7% | -9.0% | 1% | i | 1.1 | 1.2% | 1% | 4 | 674 | -3% | 2%
COC(=O)c1ccccc1NC(=O)c1noc2c1CC(C(C)(C)C)CC2 (centres undefined) | 7% | -3.0% | 5% | i | 11 | 0.4% | 10% | 0 | 664 | -3% | -6%
O=C(Nn1c(-c2ccccc2)nc2ccccc2c1=O)c1ccc([N+](=O)[O-])cc1 | 10% | -5.7% | -2% | i | 0.8 | -0.4% | 16% | -4 | 562 | -2% | -4%
FC(F)Oc1ccc(NC(=S)NCCc2ccccn2)cc1 | -2% | 2.9% | -7% | i | 0.0 | -1.6% | -28% | 0 | 798 | -8% | nt
COc1ccc(CCCC(=O)N/N=C/c2ccccc2OC)cc1 | -9% | -2.0% | 6% | i | 0.7 | 0.9% | 11% | 5 | 679 | 3% | -11%
C=CCn1c(C)cc(C(=O)COC(=O)COc2ccccc2C#N)c1C | 4% | -0.6% | 2% | i | 2.0 | -1.7% | 2% | nt | nt | 5% | 1%
CN(C)S(=O)(=O)c1ccc(Cl)c(NC(=O)COC(=O)CCC(=O)c2cccs2)c1 | 6% | nt | -3% | i | 0.7 | -1.0% | 14% | -32 | 702 | -6% | 1%
Cc1cc(/C=N/NC(=O)c2ccsc2)c(C)n1-c1cnccn1 | -7% | -5.6% | 0% | i | 0.3 | 0.3% | -27% | -1 | 721 | -2% | -9%
COc1cccc(CN2CC(C(=O)N(C)CC3CCOCC3)CCC2=O)c1 (centres undefined) | 10% | nt | -1% | i | 1.4 | -0.1% | 11% | -4 | 679 | -8% | 3%
O=C(Nc1ccc(F)cc1)C(=O)c1cn(CC(=O)N2CCOCC2)c2ccccc12 | 0% | nt | 3% | i | 3.7 | 0.6% | -1% | -1 | 687 | -7% | 1%
O=c1ccccn1Cc1ccccc1F | -4% | -1.8% | 0% | i | 0.6 | -1.0% | 8% | nt | nt | -12% | -6%
CCOC(=O)CSc1nnc(CSc2nc3ccccc3c(=O)[nH]2)n1-c1ccccc1 | 3% | 5.9% | -6% | i | 1.2 | -0.8% | -9% | 7 | 815 | -5% | -6%
CCOc1ccccc1C(=O)Nc1cc(OC)ccc1OC | 9% | 3.0% | 1% | i | 9.1 | 4.5% | 5% | nt | nt | 4% | 2%
Cc1cccc(NC(=S)N(CCCN(C)C)Cc2cc3cc4c(cc3[nH]c2=O)OCO4)c1 | -5% | -4.1% | -1% | i | 0.3 | -1.7% | 10% | -8 | 728 | -9% | -4%
CCOc1ccc(S(=O)(=O)N(CC(=O)N2CCC(C(N)=O)CC2)c2ccc(F)cc2)cc1 | 6% | nt | -2% | i | 1.7 | -1.3% | -2% | -5 | 684 | -7% | -4%
CCNC(=O)N1C(CC(=O)OCC)C(=O)NC2CCCCC21 (centres undefined) | -3% | -17% | 0% | i | 0.5 | -0.6% | 10% | -13 | 749 | -5% | 1%
Cc1ccccc1NC(=O)Cc1nc(COC(=O)CNS(=O)(=O)c2cccc(Br)c2)cs1 | 4% | nt | 2% | i | 1.3 | 3.7% | -2% | -2 | 633 | -3% | -8%
CCOC(=O)/C(C#N)=C/Nc1ccsc1C(C)=O | -6% | nt | -2% | i | 0.3 | -0.7% | -3% | -26 | 751 | -5% | 2%
O=C(Cn1nc(Cc2cccnc2)c2ccccc2c1=O)Nc1cccnc1Cl | 2% | -3.4% | -4% | i | 0.4 | -0.1% | 6% | -21 | 699 | -6% | 8%
CCc1[nH]nc2c1C(c1ccc(C)o1)C(C#N)=C(N)O2 (centres undefined) | -3% | -0.9% | 1% | i | 0.4 | 0.3% | 8% | 3 | 728 | -9% | 0%
COc1ccc(C(=O)CSc2nnc(CC(=O)Nc3ccccc3OC)n2C)cc1 | -6% | -5.1% | 6% | i | 0.1 | 0.6% | 15% | 59* | 755* | -2% | 2%
COc1cccc(/C=C2\SC(=O)N(CC(=O)NC3C=CS(=O)(=O)C3)C2=O)c1 (centres undefined) | 14% | nt | 8% | ? | nt | 0.3% | -23% | -9 | 708 | -11% | -2%
O=C(CSc1ncccn1)N/N=C/c1cccc(OC2CSC2)c1 | 1% | 0.0% | -2% | i | 0.5 | -0.8% | -6% | 4 | 712 | -4% | -15%
Cc1ccnc(NS(=O)(=O)c2cc([N+](=O)[O-])ccc2C)c1 | 4% | -3.7% | 3% | i | 0.0 | 3.8% | 2% | 3 | 735 | -5% | -7%
CC1(C)Oc2cc(N)c([N+](=O)[O-])cc2O1 | -8% | -0.6% | 0% | i | 1.6 | -3.4% | 3% | nt | nt | 1% | -3%
COc1ccc(CCNC(=O)CSc2ccc(-c3ccncc3)nn2)cc1 | -5% | -7.7% | -6% | i | 0.9 | -1.3% | 17% | 0 | 697 | -8% | -2%
CN(C)CCNC(=O)CNC(=S)N(Cc1ccccc1)Cc1cccnc1 | -9% | -3.0% | 12% | i | 4.1 | -0.2% | -2% | 41 | 617 | 0% | 4%
Cc1ccc(S(=O)(=O)N2CCCCC2)cc1NC(=O)COC(=O)c1ccccc1F | 23% | -8.7% | -5% | i | 1.2 | -0.4% | 17% | 2 | 707 | -2% | -6%
C/C(=N\Nc1nc2ccccc2s1)c1cccs1 | 22% | 0.2% | -10% | i | 0.2 | -4.2% | -142% | 6 | 662 | 0% | nt
CN(Cc1cn(C)nc1-c1ccccc1F)C1CCOC1 (centres undefined) | ? | -1.7% | -3% | i | 0.3 | 1.5% | -2% | 28 | 738 | -8% | -1%
Clc1cccc(OCc2nc(-c3ccncc3)no2)c1 | -7% | -7.5% | -4% | i | 0.1 | 0.3% | -14% | 0 | 708 | 4% | -16%
CC12CC3CC(C)(C1)CC(Nc1nc(N4CCOCC4)nc4ccccc14)(C3)C2 | 8% | nt | -2% | i | 0.2 | -1.2% | 20% | 0 | 716 | -6% | 1%
COC(=O)c1cc(Br)c(=O)n(Cc2cccnc2)c1 | -1% | -2.2% | 0% | nt | nt | 1.2% | 4% | 5 | 773 | -8% | -3%
Clc1cc2nc(-c3cccnc3Cl)[nH]c2cc1Cl | 11% | nt | 9% | i | 0.6 | 3.2% | -129% | -1 | 850 | -7% | -3%
CCOC(=O)C(CSCC(=O)c1ccc(Br)cc1)NC(=O)OC(C)(C)C (centres undefined) | -6% | -6.2% | 5% | nt | nt | 3.3% | 1% | 6 | 764 | -3% | nt
COc1ccc(N=C/C=C2\C=C(c3ccccc3)OC(C)(C)O2)cc1 | 1% | -1.9% | 2% | i | 0.4 | 2.8% | 23% | -6 | 714 | 2% | -30%
COc1ccc(S(=O)(=O)N2CCC(C(=O)Nc3nccs3)CC2)cc1 | 2% | nt | 1% | i | 0.4 | 0.0% | -9% | -6 | 651 | -9% | 0%
O=C(CCS(=O)(=O)c1cccs1)Nc1ccc(C(=O)NC2CCN(Cc3ccccc3)CC2)cc1 | 16% | -1.4% | -3% | i | 0.3 | 5.7% | -2% | 26 | 737 | -1% | 10%
CCCNC(=O)c1nnsc1S(=O)c1ccc(Cl)cc1 (centres undefined) | -11% | -8.1% | 2% | ? | nt | -0.7% | 22% | 0 | 675 | 2% | -41%
CCN(CC)C(=O)Oc1cc(=O)n(C)c2ccccc12 | 4% | -1.1% | 2% | i | 0.5 | 0.9% | 14% | -12 | 743 | -6% | -3%
COc1cc(/C=N/NC(=S)N/N=C/c2cc(OC)c(OC)c(OC)c2)cc(OC)c1OC | -11% | 0.7% | -6% | i | 0.3 | -3.0% | -66% | 12 | 648 | -2% | 32%
COc1cccc(NC(=S)C(C#N)=C2N(C)c3ccccc3N2C)c1 | -1% | -4.0% | 1% | i | 0.3 | -1.0% | 15% | -37 | 694 | -2% | -6%
Cc1cc(C(=O)CN2C(=O)c3ccccc3C2=O)c(C)n1Cc1cccs1 | 5% | -15% | 3% | i | 0.5 | 14% | 19% | -3 | 727 | 2% | 1%
Cc1cccc(NC(=O)/C(C#N)=C\c2ccc(C(=O)O)cc2)c1 | 2% | -4.8% | 13% | i | 0.2 | 4.1% | 7% | 7 | 749 | -5% | 8%
Cc1ccc(NC(=O)CN2C(=O)S/C(=C\C(=O)Nc3ccc(Cl)cc3)C2=O)cc1 | -2% | nt | 2% | i | 0.8 | 2.0% | 12% | 3 | 601 | -5% | 4%
CCOC(=O)COc1c(Cl)cc(C2NC(=S)NC(c3ccccc3)=C2C(C)=O)cc1OCC (centres undefined) | -27% | -3.9% | -1% | i | 0.6 | -5.0% | 7% | -11 | 662 | -3% | -8%
CCCC(=O)N1CCC(CCC(=O)NC2CC2)CC1 | 4% | nt | -1% | i | 2.6 | -0.2% | 26% | -7 | 700 | -14% | 0%
CCOC(=O)C1CCN(C(=O)CCS(=O)(=O)c2ccc3c(c2)CC(C)N3C(=O)CC)CC1 (centres undefined) | 30% | -0.8% | -6% | i | 0.5 | -1.0% | 3% | 1 | 744 | -5% | -1%
CCOC(=O)c1ccc(NC(=O)C2CCCN(c3cnccn3)C2)cc1 (centres undefined) | 3% | nt | 0% | i | 4.2 | 0.9% | -11% | -6 | 767 | -13% | -5%

One compound at a time, as listed above. Values in the order: AID2073	XIAP displacement	SIAH1 antagonists	Myeloid diff 2	Myeloid diff 2 GFP+ MAC1+ %	HIV peptide binding	HEK293 NOD2/NF-kB	Hep lipid drop	Hep lipid drop cells 6.5 µM	LYP phosphatase	NS5 inhibitors
CCN(CC)C(=O)Oc1cc(=O)n(C)c2ccccc12 across the screens: 4%	-1.1%	2%	i	0.5	0.9%	14%	-12	743	-6%	-3%
CCCNC(=O)c1nnsc1S(=O)c1ccc(Cl)cc1 (centres undefined) across the screens: -11%	-8.1%	2%	?	nt	-0.7%	22%	0	675	2%	-41%
Cc1ccc(NC(=O)CN2C(=O)S/C(=C\C(=O)Nc3ccc(Cl)cc3)C2=O)cc1 across the screens: -2%	nt	2%	i	0.8	2.0%	12%	3	601	-5%	4%
CCOC(=O)C1CCN(C(=O)CCS(=O)(=O)c2ccc3c(c2)CC(C)N3C(=O)CC)CC1 (centres undefined) across the screens: 30%	-0.8%	-6%	i	0.5	-1.0%	3%	1	744	-5%	-1%
